Screens as filed in PubChem.
H9c2 TAG inh: reduces triacylglycerol accumulation in H9c2 cells. Nile Red lipid (TAG) fluorescence; cells loaded with 200 µM oleic acid. inhibition, % at 12.5 µM. 0.66% of 230,000 active. AID 651582;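 active means pattern-corrected inhibition of lipid staining of at least 50% with the nuclear-stain viability signal not falling by more than 50%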;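 further: 0% = DMSO wells and 100% = triacsin C control wells; some results filed as inactive read as strong as hits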
H9c2 TAG inh DAPI viability: further read-out of H9c2 TAG inh, marked with its call; DAPI nuclei signal change (viability), lower = more cytotoxic, %;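 whole-well DAPI fluorescence read on a plate reader as a viability signal; minus 50 percent equals half of cells still viable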
Active calls of the source: *. Not all compounds are listed; count on the stated rates, not on these rows.

SMILES | H9c2 TAG inh | H9c2 TAG inh DAPI viability
Cc1cccc2c(=O)c(C(=O)N3CCCCCC3)c[nH]c12 | -10 | -5
Cc1ccc2c(c1)C1C[N+](C)(CC(=O)c3ccccc3)CCC1N2C(=O)c1ccccc1Cl (configuration not stated) | -11 | 25
Nc1c(C(=O)O)cnn1-c1ccccc1 | -2 | -16
CN(C(=O)COC(=O)COc1ccccc1Cc1ccccc1)c1ccccc1 | -8 | 7
CC(OC(=O)Cc1coc2cc3c(cc12)CCC3)C(=O)NC(N)=O (configuration not stated) | 1 | 3
Cc1cc(S(=O)(=O)N2CCCC(N3CCOCC3)C2)c(C)cc1Cl (configuration not stated) | -4 | 0
CCOC(=O)C(C)S(=O)(=O)c1ccc(C(F)(F)F)cn1 (configuration not stated) | -5 | -1
CCOC(=O)c1c(-c2ccc(Cl)cc2)csc1NC(=O)CNCc1ccco1 | -14 | 6
NC(=O)NCC1CC1 | 13 | -8
Cc1ccnc2nc(C(=O)OCC(=O)N(Cc3ccccc3)C(C)C)nn12 | 9 | 2
COc1ccc(C(CNC(=O)c2cccc(S(=O)(=O)N3CCOCC3)c2)N2CCCC2)cc1 (configuration not stated) | -21 | 3
O=C(Nc1ccccc1)c1cnc(-c2ccccc2)nc1-c1ccccc1 | 31 | -21
Cc1ccnc2nc(C(=O)OCC(=O)c3ccc(NC(=O)CC(C)C)cc3)nn12 | -11 | 3
CCN(CC)C(=O)c1cccc(-c2csc(C(C)(O)c3ccc(OC)cc3)n2)c1 (configuration not stated) | 10 | -26
O=C1c2ccc(Cl)cc2S(=O)(=O)c2cccc(C(=O)N3CCN(c4ncc(Br)cn4)CC3)c21 | -13 | 8
O=C(Nc1nc(-c2cc(F)ccc2F)cs1)c1ccccn1 | 19 | -11
CN(C)c1ccc(/C=N/NC(=O)CCCCCNC(=O)c2ccccc2)cc1 | 14 | -6
COc1ccc(CNC(=O)c2cc3c(=O)n4ccccc4nc3n(CC3CCCO3)c2=N)cc1 (configuration not stated) | 22 | 0
CCCCN1CCNC[C@@H]1c1ccccc1 | -3 | 5
Cc1cc(C(=O)c2ccccc2)c(NC(=O)CN2CCOCC2)s1 | 23 | -11
COc1cc(NC(=S)NCc2ccco2)c(OC)cc1Cl | -17 | 0
Brc1ccc(-c2ccc(CNCc3ccccn3)o2)cc1 | -6 | 12
Cc1oc2cc(O)ccc2c(=O)c1-c1nncn1-c1ccccc1 | -3 | 6
COc1ccc(-n2c(SCC(=O)Nc3ccccc3)nnc2-c2ccoc2C)cc1 | 23 | -9
CC(C)OP(=O)(OC(C)C)C(NC(=O)c1cccc([N+](=O)[O-])c1)C(N)=O (configuration not stated) | -6 | -3
The listing continues.
SMILES | H9c2 TAG inh | H9c2 TAG inh DAPI viability
CCCCN(C(C)=O)c1c(CC)nc2ccc(C(=O)Nc3cccc(OCC(=O)N(C)C)c3)cn12 | 11 | -12
COc1ccc(-n2ncc3c(N4CCC(C)CC4)ncnc32)cc1 | -1 | 2
O=C(NCC(=O)N1CCCCCCC1)c1ccco1 | -3 | -1
Cc1ccc2c(c1)C(c1ccncc1)=NNC(c1cccnc1)=N2 | -21 | 2
O=C(NCCc1ccccc1)C1CCCN1C(=O)Nc1cccc(Cl)c1 (configuration not stated) | 1 | -6
CC/C=C(/NC(C)=O)c1ccccc1 | -19 | 19
Cc1ccc(C(=O)OCc2cc(=O)n3ccsc3n2)s1 | 2 | -1
COc1ccc(CNC(=O)c2n[nH]c3ccccc23)cc1OC | 16 | -11
O=C(NCC1OCCc2ccccc21)C1COc2ccccc2O1 (configuration not stated) | -6 | -7
O=C(CCC(=O)NC1CCCCC1)NCc1ccc(F)cc1 | 6 | -14
CS(=O)(=O)N(CC(=O)NCCSCc1c(F)cccc1Cl)c1cccc([N+](=O)[O-])c1 | 12 | -11
CN(Cc1cn(C)nc1-c1ccc(Oc2ccccc2)cc1)CC1COCCO1 (configuration not stated) | -1 | 4
Cc1ccc(C(C)C)c(OCc2nn(CC(=O)c3ccc(OC(F)F)cc3)c3[n+]2CCCCC3)c1 | 119 | -70
CCc1ccc(C(O)c2ncc(-c3cccc(OC)c3)[nH]2)cc1 (configuration not stated) | -19 | 4
CNC[C@@H]1Oc2ccc(NC(=O)Nc3ccccc3)cc2C(=O)N([C@@H](C)CO)C[C@H]1C | -4 | -4
O=C(O)c1ccccc1C(=O)NCCc1c(C(=O)O)[nH]c2ccc(F)cc12 | -1 | 2
CC(=O)c1ccc(-c2cnc3c(NC=O)cc(-c4ccc(N5CCN(C)CC5)cc4)cn23)cc1 | 18 | 1
COc1cccc2c1C(=O)c1c(O)c3c(c(O)c1C2=O)C[C@@](O)(C(=O)CO)C[C@@H]3OC1CC(N)C(O)C(C)O1 (some centres not stated) | 36 | -89
CC(C)(C)OC(=O)C[C@H]1C/C=C\C[C@@H](CC(=O)NCCO)C(=O)NC[C@H](c2ccccc2)OC1=O | -10 | 0
COC1CCN(C(=O)C2CCC(=O)N(CCc3cccc(F)c3)C2)CC1 (configuration not stated) | 8 | 1
CC(=O)c1ccc(N(C(=O)Cc2c[nH]c3ccccc23)C(C(=O)NC2CCCCC2)c2cccs2)cc1 (configuration not stated) | 43 | -7
CC1(C)CNC(=O)c2sc(NC(=O)c3ccccc3Cl)nc2C1 | -3 | 2
CCOc1ccc(NS(=O)(=O)c2cc(NC(=O)c3ccc(C)cc3)ccc2Cl)cc1 | 19 | -18
O=C(C1CC(c2cccc(Br)c2)=NO1)N1CCc2ccccc2C1 (configuration not stated) | -5 | 5
O=C(NCc1cccnc1)c1cc(C2CCCN(C(=O)CCCc3ccccc3)C2)on1 (configuration not stated) | 7 | -4
Further records:
SMILES | H9c2 TAG inh | H9c2 TAG inh DAPI viability
COc1ccc(Nc2cc(=O)n(-c3ccccc3)c3c2c(=O)n(C)c(=O)n3C)cc1 | -4 | -1
O=C(Nc1ccc(Br)c(Cl)c1)c1ccco1 | 11 | -7
O=C(Cn1c2ccccc2c(=O)c2ccccc21)N/N=C/c1cc([N+](=O)[O-])ccc1N1CCCCCC1 | -11 | -8
O=c1c2ccccc2n(Cc2ccc(Cl)cc2)c(=O)n1Cc1ccco1 | -11 | 5
Cc1cc(C)nc(NS(=O)(=O)c2ccc(NC(=S)NC(=O)c3ccco3)cc2)n1 | -5 | 8
Cc1ccc(/C(O)=C2\C(=O)C(=O)N(CCN(C)C)C2c2ccccc2F)cc1 (configuration not stated) | -11 | 13
Cc1cc(OC(=O)c2cccc([N+](=O)[O-])c2)c(C)cc1CN1CCOCC1 | 8 | 0
CCc1c(O)nc(SCC(=O)N(CC)CC)[nH]c1=O | -3 | 1
O=C(Nc1ccc(N2CCN(C(=O)c3ccco3)CC2)c(Cl)c1)c1cccs1 | 13 | -3
Cc1ccccc1NC(=O)Cc1nc(COC(=O)Cc2ccccc2F)cs1 | 11 | -8
CN(CC(=O)Nc1ccc(Cl)c(C(F)(F)F)c1)C(=O)C1CC(=O)N(c2ccc3c(c2)OCCO3)C1 (configuration not stated) | -44 | -10
O=C(CCNC(=O)c1ccccc1Cl)Nc1ccc(S(=O)(=O)N2CCOCC2)cc1 | -7 | 4
CC(C)C(c1nnnn1C1CCCC1)N1CCOCC1 (configuration not stated) | -3 | -3
COc1ccc2oc(=N)c(-c3nnc4n3CCCCC4)cc2c1 | 21 | -14
CC(C)[C@H](NC(=O)c1ccccc1F)C(=O)Nc1nc2c(s1)CCCC2 | -1 | -1
CCc1ccc(C(O)c2ncc(-c3ccc(C(F)(F)F)cc3)[nH]2)cc1 (configuration not stated) | -19 | 0
Cc1cc(C)n(-c2c(C)[nH]c3ccccc23)n1 | -18 | 1
CCOc1ccc(NC(=O)C(=O)N/N=C\c2ccc(CNS(=O)(=O)c3ccccc3)o2)cc1 | -2 | -9
CCOCc1c(C(=O)OCC(=O)NCc2ccc(F)cc2)oc2ccccc12 | -15 | -10
CCOc1cc(CNCc2ccncc2)cc(Br)c1OCc1ccccc1F | -33 | 15
Cc1cc(C)n(C(=O)CNc2cccc(Cl)c2C)n1 | 6 | 15
CS(=O)(=O)N1CCC(Oc2ccccc2C(=O)N2CCN(CC3CC3)CC2)CC1 | -1 | -3
O=C(Cc1ccccc1)Nc1ccc(C(=O)NCc2ccccc2)cc1 | 5 | 1
NS(=O)(=O)c1ccc(CCNC(=O)COC(=O)COc2cccc(C(F)(F)F)c2)cc1 | 3 | -1
CCC1CCCCN1C(=S)Nc1ccc(C(C)=O)cc1 (configuration not stated) | 0 | 7

Six records drawn at random from those above:
SMILES | H9c2 TAG inh | H9c2 TAG inh DAPI viability
CCC1CCCCN1C(=S)Nc1ccc(C(C)=O)cc1 (configuration not stated) | 0 | 7
NS(=O)(=O)c1ccc(CCNC(=O)COC(=O)COc2cccc(C(F)(F)F)c2)cc1 | 3 | -1
COc1ccc2oc(=N)c(-c3nnc4n3CCCCC4)cc2c1 | 21 | -14
CCc1c(O)nc(SCC(=O)N(CC)CC)[nH]c1=O | -3 | 1
O=C(CCNC(=O)c1ccccc1Cl)Nc1ccc(S(=O)(=O)N2CCOCC2)cc1 | -7 | 4
O=C(Cn1c2ccccc2c(=O)c2ccccc21)N/N=C/c1cc([N+](=O)[O-])ccc1N1CCCCCC1 | -11 | -8

Further results follow.
SMILES | H9c2 TAG inh | H9c2 TAG inh DAPI viability
Cc1cc(NC(=O)CCN2CC(C)OC(C)C2)ccc1Br (configuration not stated) | -12 | 3
CCN(CC)S(=O)(=O)c1ccc(Cl)c(NC(=O)COc2ccc(OC)cc2[N+](=O)[O-])c1 | -15 | 11
Cc1ccc(S(=O)(=O)N2CCCCC2)cc1NC(=O)c1ccccn1 | -8 | -10
O=C(NC(Cc1c[nH]c2ccccc12)C(=O)O)c1cccs1 (configuration not stated) | 4 | -17
O=C(O)CSC(NC(=O)c1cccnc1)(C(F)(F)F)C(F)(F)F | -11 | 5
COc1ccc(NC(=O)CSc2nnc(Cc3cccs3)n2C)cc1 | 7 | -4
Cc1cc(C)nc(NC(=O)/C=C/c2ccccc2Cl)n1 | 6 | 1
COc1cccc(CNC(=O)CCC2CCCN(C(=O)c3cscn3)C2)c1 (configuration not stated) | -13 | 12
CCCNC(=O)c1cc(C2CCCCN2S(=O)(=O)c2cccc3cccnc23)on1 (configuration not stated) | -20 | 39
Oc1ccc(Nc2nnc(-c3ccc(O)cc3)c3ccccc23)cc1 | 9 | 2
CN1CCN(S(=O)(=O)c2ccc(N3CCN(c4ccc(O)cc4)CC3)c([N+](=O)[O-])c2)CC1 | 14 | -3
COc1ccccc1-n1c(-c2ccc(Cl)cc2)c[nH]c1=S | -22 | 2
Cc1nnc(NC(=O)C2CSC3(C)CCC(=O)N23)s1 (configuration not stated) | 15 | 3
COc1cccc2c1C(=O)c1c(O)c3c(c(O)c1C2=O)CC(O)(C(C)=O)CC3OC1CC(O)C(O)C(C)O1 (configuration not stated) | 11 | -37
Cc1cccc(C)c1NC(=O)COC(=O)[C@@H]1CCCN1C(=O)c1cccs1 | -9 | 1
CC(=O)CC(c1ccc([N+](=O)[O-])cc1)c1c(O)c2ccccc2oc1=O (configuration not stated) | 28 | -5
CCOC(=O)Cn1nc(C)cc1NC(=O)c1ccncc1 | 5 | 0
Cc1c(C)c2ccc(OCC(=O)N(C)C)c(C)c2oc1=O | 14 | -5
N#CCCN(C(=O)CCl)c1cccc(Cl)c1 | -16 | 6
Cc1cc(C)c(S(=O)(=O)Nc2cccc(S(=O)(=O)NC3=NCCC3)c2)c(C)c1 | 15 | -15
Cc1nc(C(F)(F)F)ccc1C(=O)N1CCC1(C)C(=O)NS(C)(=O)=O (configuration not stated) | 8 | 11
COCCCn1c(SCc2ccccc2)nc2cc(OC)c(OC)cc2c1=N | 26 | 9
CCOC(=O)c1[nH]c(C)c(CC(C)C)c1C | -1 | 16
COc1ccc(OCc2nnc3n2N=C(c2ccc(OC)cc2)CS3)cc1 | -8 | -10
CC1(C)Cc2nc3oc4c(=O)n(CC(=O)Nc5cccc(Cl)c5)cnc4c3cc2CO1 | -4 | 7

An excerpt of these results, with two lines to a compound.
Each structure is followed by: H9c2 TAG inh | H9c2 TAG inh DAPI viability
COc1ccc(C(CNC(=O)c2cccc(S(=O)(=O)N3CCOCC3)c2)N2CCCC2)cc1 (configuration not stated)
  -21 | 3
O=C(Nc1ccccc1)c1cnc(-c2ccccc2)nc1-c1ccccc1
  31 | -21
Cc1ccnc2nc(C(=O)OCC(=O)c3ccc(NC(=O)CC(C)C)cc3)nn12
  -11 | 3
CCN(CC)C(=O)c1cccc(-c2csc(C(C)(O)c3ccc(OC)cc3)n2)c1 (configuration not stated)
  10 | -26
O=C1c2ccc(Cl)cc2S(=O)(=O)c2cccc(C(=O)N3CCN(c4ncc(Br)cn4)CC3)c21
  -13 | 8
O=C(Nc1nc(-c2cc(F)ccc2F)cs1)c1ccccn1
  19 | -11
CN(C)c1ccc(/C=N/NC(=O)CCCCCNC(=O)c2ccccc2)cc1
  14 | -6

(next part)
SMILES | H9c2 TAG inh | H9c2 TAG inh DAPI viability
C=CCn1c(-c2cccc(OC)c2OC)n[nH]c1=S | -13 | 1
CCCCCN1C(=O)/C(=C/c2c(N3CCc4ccccc4C3)nc3ccccn3c2=O)SC1=S | -154 | 0
COc1ccc(OC)c(C(=O)c2coc3ccc(OCC(=O)O)cc23)c1 | 9 | -4
CC(C)(C)OC(=O)NCCc1nnc(SCC(=O)Nc2ccc(Br)cc2)o1 | 2 | -1
Cc1cc(N/N=C/c2ccc([N+](=O)[O-])o2)nc2ccccc12 | -19 | 0
COc1ccc(CN2c3c(Br)cccc3C(=O)CS2(=O)=O)cc1 | 4 | 1
Cc1cccc(NS(=O)(=O)c2ccc(C(=O)N3CCCCCC3)cc2)c1C | -6 | -4
O=C(CCNC(=O)c1ccccc1Cl)NCc1ccco1 | -20 | 3
O=C(Nc1cccc(C(F)(F)F)c1)c1ccc(-n2cncn2)nc1 | 17 | 5
COc1cc2c(cc1OC)CN(C(=O)CCNC(=O)c1ccc(Br)cc1)CC2 | -4 | -1
CC(=O)Nc1cccc(-c2ccnc3c2CC(C(=O)NCc2ccc(N(C)C)cc2)O3)c1 (configuration not stated) | -7 | 3
Cc1ccc(CC(=O)Nc2ccc(S(=O)(=O)N3CCOCC3)cc2)cc1C | 14 | 3
Clc1ccc(-c2nnc(-c3ccccc3)nc2-c2c[nH]c3ccccc23)cc1 | 14 | -2
CC(=O)N1C(C)(C)CC(=NOC(=O)c2ccccc2)CC1(C)C | -1 | -1
